TDP2 absorb: blocks human TDP2 phosphodiesterase activity; O95551; recombinant TDP2, T5PNP hydrolysis, p-nitrophenol absorbance 415 nm; inhibition, % at 12.8 µM; hit rate 0.34% among 370,000; AID 720702;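 active = inhibition above the mean of all tested compounds plus 3 SD, set per campaign, cut at about 25% in these data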;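 note: 0% = DMSO with enzyme and 100% = buffer with substrate but no TDP2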
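System – recombinant human TDP2 · Quantity – TDP2 enzyme at 120 nM final · Doses – single concentration, 12.8 µM nominal, with 1% DMSO · Incubation – 2 h at 37 °C · Measured by – epi absorbance of p-nitrophenol freed from T5PNP by hydrolysis · Read-out – % inhibition relative to enzyme-containing and enzyme-free wells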
TCR CD3 inh: inhibitors of human TCR-CD3 interaction. hit rate 0.37% among 360,000. inhibition, % at 9.4 µM. AID 651800. TAMRA-labeled TCR probe fluorescence, biochemical; in the data active = inhibition above about 19%;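 note: recombinant mutant TCR 2C K166C tagged with TAMRA read by polarization; 0% = receptor in buffer alone and 100% = receptor with positive control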
proKLK7 act: activators of human kallikrein-7 zymogen; hit rate 0.9% among 370,000; activation, % at 7 µM; P49862; AID 652039; purified proKLK7, EDANS-DABCYL substrate fluorescence; 100% is mature enzyme control, 0% vehicle;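 active = activation above the mean of all tested compounds plus 3 SD, computed per campaign excluding outliers beyond control limits, cut at about 13% in these data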
MBD2 DNA inh: MBD2-methylated oligo binding inhibition. Q9UBB5. TR-FRET, MBD2 binding to methylated oligonucleotide. inhibition, % at 4.4 µM. hit rate 0.31% among 370,000; in the data active = inhibition above about 13%
PRMT1 FP inh: inhibitors of human PRMT1; Q99873; recombinant PRMT1, activity-based probe fluorescence polarization; inhibition, % at 2.79 µM; hit rate 1.3% among 370,000;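 active = inhibition above about 21% made by adding two undisclosed values, limit read from the data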
Target sequence (Q99873 whole entry, looked up): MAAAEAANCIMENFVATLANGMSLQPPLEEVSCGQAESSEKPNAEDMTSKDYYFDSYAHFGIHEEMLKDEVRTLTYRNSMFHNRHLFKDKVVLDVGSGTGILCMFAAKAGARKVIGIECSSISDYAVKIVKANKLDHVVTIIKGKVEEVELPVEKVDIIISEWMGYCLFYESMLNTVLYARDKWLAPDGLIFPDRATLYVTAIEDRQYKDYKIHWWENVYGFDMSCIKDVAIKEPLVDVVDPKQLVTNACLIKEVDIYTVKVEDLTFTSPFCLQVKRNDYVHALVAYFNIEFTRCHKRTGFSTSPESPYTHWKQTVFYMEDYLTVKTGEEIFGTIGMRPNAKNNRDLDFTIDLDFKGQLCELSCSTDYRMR
DDE Tn6 FP inh: DD(E)-Tn6 binding inhibition, primary FP screen; P02675; hit rate 0.21% among 370,000; inhibition, % at 8.3 µM; Fibrin DD(E) TRITC-Tn6 fluorescence polarization displacement; AID 720509;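 active = inhibition above a per-campaign cutoff: mean of compounds within control limits plus 3 SD, cut at about 15% in these data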;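 note: 0% = median of all compound wells on the plate and 100% = blocking peptide control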
LEDGF integ inh: blocks HIV-1 LEDGF/p75-dependent DNA integration; TR-FRET IN-LEDGF/p75 DNA integration, Eu/Cy5; hit rate 0.64% among 370,000; inhibition, % at 3.7 µM;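 active = inhibition above the screen-wide mean plus 3 SD, cut at about 13% in these data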;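 note: signal is the Cy5 over europium emission ratio at 671 and 618 nm; 0% = plate median of compound wells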
Tn7 DDE FP: DD(E)-Tn7 binding inhibition, primary FP screen. FP displacement of FITC-Tn7 peptide from fibrin DD(E); 0% = median of compound wells per plate. hit rate 0.13% among 370,000. inhibition, % at 8.3 µM. P02675;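 active = inhibition above the mean of compounds falling within the control limits plus 3 SD of them, cut at about 14% in these data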;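 note: 0% = plate median of compound wells and 100% = 10 µM Aha-Tn7 peptide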
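System: human fibrin DD(E); quantity: Fibrin-DD(E) at 2 µM final; also added: fluorescent Tn7 probe at 0.1 µM; compound dosing: single nominal test concentration of 8.3 µM per compound; schedule: 10 min preincubation, 3 h with tracer, room temperature; detection: fluorescence polarization of the labelled Tn7 tracer; repeats: one replicate per compound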
UHRF1 binding: blocks human UHRF1 binding to methylated DNA; inhibition, % at 4.4 µM; Q96T88; UHRF1 binding to methylated oligo, TR-FRET; AID 687016; hit rate 0.75% among 370,000; in the data active = inhibition above about 21%;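 note: UHRF1 SRA domain binding a hemimethylated CpG hairpin DNA probe; 0% = median of test compound wells and 100% = reference inhibitor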
SIAE primary: blocks human sialic acid acetylesterase | inhibition, % at 9.66 µM | hit rate 0.69% among 370,000 | SIAE FP-Rh probe binding, fluorescence polarization | AID 1053197 | Q9HAT2;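 active = inhibition above a cutoff: mean of compounds within the control limits plus 3 SD of those, cut at about 17% in these data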;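 note: 0% = plate median of compound wells and 100% = probe without SIAE protein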
Target sequence (Q9HAT2 whole entry, looked up): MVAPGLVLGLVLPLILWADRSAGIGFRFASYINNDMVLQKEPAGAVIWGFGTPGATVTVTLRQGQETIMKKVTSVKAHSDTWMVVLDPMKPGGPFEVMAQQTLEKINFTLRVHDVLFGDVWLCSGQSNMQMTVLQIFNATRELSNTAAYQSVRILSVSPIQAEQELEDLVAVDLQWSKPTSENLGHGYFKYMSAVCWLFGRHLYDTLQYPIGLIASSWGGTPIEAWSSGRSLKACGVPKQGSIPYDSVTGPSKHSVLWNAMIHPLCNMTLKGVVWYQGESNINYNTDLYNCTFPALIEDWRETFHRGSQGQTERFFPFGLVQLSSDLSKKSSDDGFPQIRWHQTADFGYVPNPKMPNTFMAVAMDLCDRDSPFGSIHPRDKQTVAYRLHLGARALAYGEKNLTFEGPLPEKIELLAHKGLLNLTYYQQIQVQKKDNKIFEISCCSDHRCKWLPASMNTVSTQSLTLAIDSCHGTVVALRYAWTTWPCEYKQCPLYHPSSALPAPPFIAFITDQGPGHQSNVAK
An asterisk follows results filed as active. No enrichment for hits; any-hit rate near 4.6%.

TDP2 absorb	TCR CD3 inh	proKLK7 act	MBD2 DNA inh	PRMT1 FP inh	DDE Tn6 FP inh	smiles	LEDGF integ inh	Tn7 DDE FP	UHRF1 binding	SIAE primary
-0.3	6.7	0.1	-0.4	-3.9	5.5	O=C(C1CCCN1S(=O)(=O)c1cccc2cccnc12)N1CCc2ccccc21 (centres undefined)	1.6	-4.3	0.8	-3.5
8.5	4.7	-0.5	-4.9	-3.8	0.0	CC(C)CCCCCCCCCCCCC(=O)NCC(=O)NC1C(C)OC(Nc2ncnc3nc[nH]c23)C(O)C1O (centres undefined)	1.0	-1.3	1.4	-11.9
14.9	0.5	0.0	1.0	4.8	-0.9	CC(=O)NC(c1ccc(F)cc1)c1cccnc1 (centres undefined)	-6.9	-3.1	-0.4	-0.8
-4.8	10.5	-0.4	-0.8	1.3	-5.6	CCN(CC)c1ccc(NC(=O)c2cccc(OC)c2)c(C)c1	-0.7	-7.8	0.2	2.6
8.3	5.3	-0.1	-1.6	0.6	6.8	COc1ccc(/C=N/OCc2ccccc2C#N)c(OC)c1	-1.8	6.7	-2.0	0.8
-0.5	7.0	0.7	-3.6	0.5	-1.6	Cc1ccccc1N(CC(=O)NCc1ccccc1)C(=O)CCC(=O)Nc1nccs1	3.7	4.2	0.9	0.2
-1.2	4.0	0.3	-2.4	0.1	5.7	Cc1cccc(N(CC(=O)N2CCOCC2)S(C)(=O)=O)c1	5.8	11.6	2.4	-2.7
-24.4	-8.2	0.2	-6.9	-2.3	8.7	CN(C(=O)CSc1nnnn1-c1ccc(O)cc1)C1CCCCC1	2.6	-12.8	2.1	-4.2
-18.4	4.6	-0.6	-3.1	-0.1	10.4	Cc1cc(/C=N/NC(=O)CC2(C)OCCO2)c(C)n1-c1ccc(Cl)c(Cl)c1	1.2	-1.7	-7.0	-8.8
-1.8	5.2	-6.2	-2.6	-1.2	-4.1	O=C(CNC(=O)c1cccs1)N/N=C/c1ccc(O)cc1O	-5.8	10.2	0.8	8.6
-0.6	4.4	-0.6	-4.1	-2.0	0.3	CSCCC(NC(=O)c1ccco1)C(=O)NC1CCCCCC1 (centres undefined)	-0.6	0.2	-2.4	-0.1
-6.2	10.0	-0.3	-5.1	1.3	-2.8	CC(SCc1ccccc1)C(=O)Nc1ccccc1F (centres undefined)	-2.4	5.9	-0.4	10.9
-7.8	7.5	-0.3	-2.6	-0.7	0.6	COCCCNC(=O)CCCOc1ccccc1	-2.5	-6.6	-2.1	1.5
-15.7	0.9	-0.8	-1.3	-4.9	-2.9	COc1ccc(NC(=O)c2cn(CCC#N)nc2-c2cc3ccccc3o2)cc1	-0.1	4.3	0.9	-9.3
-3.4	-1.8	-0.6	-0.6	-1.8	5.2	Cc1cc(=O)oc2cc(OCC(=O)OCC(=O)N3CCc4ccccc43)ccc12	4.2	-0.4	0.6	-7.2
-0.5	-7.1	-0.1	4.2	3.5	1.6	C/C(=N/NC(=O)C1CCCC1)c1ccc(NC(=O)C(F)(F)F)cc1	-1.4	-1.9	1.0	9.5
1.8	-0.5	-0.5	-0.8	-1.3	4.2	CCCCCSc1nc(O)cc(=O)[nH]1	0.7	0.1	2.6	-1.2
4.4	2.3	0.3	1.7	5.6	3.6	CCOC(=O)C1CCN(Cc2c(O)ccc3ccccc23)CC1	0.8	5.6	0.2	4.0
-6.6	-2.6	0.4	-0.9	-3.0	-2.3	Cc1cccc(-c2noc(CNC(=O)c3ccc4c(c3)OCO4)n2)c1	1.1	-2.9	-0.5	-7.8
9.0	-9.3	-0.2	2.0	5.3	-2.6	CNc1nc(N)nc(OC(C(F)(F)F)C(F)(F)F)n1	-8.6	9.7	3.0	0.1
4.7	-5.5	-0.9	1.2	-1.1	-1.7	O=C(NC1CCCCC1)NC1(C(=O)NCCCN2CCOCC2)CCCCC1	0.9	-2.8	3.1	-4.1
-19.1	-5.3	-0.4	-5.0	-2.0	7.1	Cc1cc2nc(SCC(=O)O)nc(C)c2cc1C	7.9	-5.9	1.5	-3.6
-16.8	1.9	-0.8	6.3	5.8	1.6	CNS(=O)(=O)c1cc(Cl)ccc1Sc1ccccc1C(=O)O	1.4	5.0	2.8	-0.6
-0.1	-4.1	-0.4	-0.3	1.7	-2.7	CC(C)N(Cc1cn[nH]c1-c1ccc(-c2ccccc2)cc1)Cc1nccn1C	-5.9	2.2	-2.0	-3.3
-1.2	-6.0	-1.1	-6.0	-5.5	-0.4	COc1ccc(C(CNC(=O)C2CC(=O)N(Cc3ccccc3)C2)N2CCCC2)cc1 (centres undefined)	0.8	-4.0	1.7	-3.5
19.2	-1.9	-0.2	1.2	-2.5	-0.7	N/C(=N\OC(=O)c1cccc(F)c1)c1cccc([N+](=O)[O-])c1	-1.7	-3.1	-1.8	11.8
-0.4	-2.2	-0.6	-1.4	-1.6	-3.2	CC(NC(=O)CN1C(=O)NC(c2ccccc2)(c2ccccc2)C1=O)c1cccs1 (centres undefined)	0.3	3.0	-2.9	2.3
-2.2	1.1	0.3	4.5	-1.6	-1.0	Cc1cccc(-c2cc(C(=O)Nc3c(C)n(C)n(-c4ccccc4)c3=O)c3ccccc3n2)c1	0.6	-6.1	-0.7	3.8
-0.5	0.8	-1.0	0.7	-1.5	-1.0	CN(C)CCOC(=O)CCc1ccccc1	-0.7	-3.9	3.5	2.4
-16.6	-9.2	0.0	-3.7	-9.0	-7.4	CCCCN(C(=O)CCC(=O)Nc1cc(C)on1)C(C(=O)NC1CCCC1)c1ccc(OCC)cc1 (centres undefined)	7.6	-1.3	-1.2	2.0

6 compounds out of the list, sorted by SMILES length, highest first.
TDP2 absorb	TCR CD3 inh	proKLK7 act	MBD2 DNA inh	PRMT1 FP inh	DDE Tn6 FP inh	smiles	LEDGF integ inh	Tn7 DDE FP	UHRF1 binding	SIAE primary
-0.4	-2.2	-0.6	-1.4	-1.6	-3.2	CC(NC(=O)CN1C(=O)NC(c2ccccc2)(c2ccccc2)C1=O)c1cccs1 (centres undefined)	0.3	3.0	-2.9	2.3
-0.3	6.7	0.1	-0.4	-3.9	5.5	O=C(C1CCCN1S(=O)(=O)c1cccc2cccnc12)N1CCc2ccccc21 (centres undefined)	1.6	-4.3	0.8	-3.5
-4.8	10.5	-0.4	-0.8	1.3	-5.6	CCN(CC)c1ccc(NC(=O)c2cccc(OC)c2)c(C)c1	-0.7	-7.8	0.2	2.6
-0.6	4.4	-0.6	-4.1	-2.0	0.3	CSCCC(NC(=O)c1ccco1)C(=O)NC1CCCCCC1 (centres undefined)	-0.6	0.2	-2.4	-0.1
-6.2	10.0	-0.3	-5.1	1.3	-2.8	CC(SCc1ccccc1)C(=O)Nc1ccccc1F (centres undefined)	-2.4	5.9	-0.4	10.9
-7.8	7.5	-0.3	-2.6	-0.7	0.6	COCCCNC(=O)CCCOc1ccccc1	-2.5	-6.6	-2.1	1.5

More entries follow.
TDP2 absorb	TCR CD3 inh	proKLK7 act	MBD2 DNA inh	PRMT1 FP inh	DDE Tn6 FP inh	smiles	LEDGF integ inh	Tn7 DDE FP	UHRF1 binding	SIAE primary
2.2	-1.4	1.2	3.6	1.9	-9.8	COc1ccc2[nH]cc(C(=O)CN3CCCCC3C)c2c1 (centres undefined)	5.2	5.7	0.5	3.7
5.9	-0.5	0.8	-4.9	-2.1	3.1	O=C(COC(=O)c1cccnc1Nc1cccc(C(F)(F)F)c1)NCCN1C(=O)CSC1=O	0.9	-2.4	-1.4	-3.0
-4.6	-4.2	0.5	-0.8	0.3	0.7	COc1ccc(N2CC(C)Cn3c2nc2c3c(=O)n(Cc3ccccc3F)c(=O)n2C)c(OC)c1 (centres undefined)	-2.9	-2.2	-0.7	1.5
32.8*	3.0	-0.4	0.5	2.3	-6.1	Cc1nn(-c2ccccc2)c(N)c1C1(O)C(=O)Nc2ccc([N+](=O)[O-])cc21 (centres undefined)	-4.2	5.3	-3.8	8.1
-5.7	-3.7	0.1	8.9	10.2	-0.7	CCCn1nc(C(=O)OCC(=O)NC(C)c2ccccc2)c2ccccc2c1=O (centres undefined)	0.6	6.5	6.5	-9.5
-15.3	1.9	0.5	0.8	7.0	-5.9	CCCOc1ccc(C(CC(=O)O)NC(=O)c2sc3ccccc3c2Cl)cc1 (centres undefined)	0.4	-2.9	3.4	-7.7
9.2	1.4	0.1	-2.8	-2.0	-10.8	CCc1nc(SCC(=O)Nc2nnc(CC)s2)c2c(C)c(C)sc2n1	3.3	-1.1	-1.3	4.3
1.2	-2.2	0.0	1.9	0.3	-6.1	Cc1cccc(COc2ncnc3nc[nH]c23)c1	-4.0	-5.3	-1.7	1.7
4.4	2.6	2.4	-6.3	3.9	-4.8	Nc1[nH]c(=S)nc2nc(-c3ccccc3)c(-c3ccccc3)nc12	2.5	-1.4	-7.4	2.8
-8.3	-13.0	0.4	-1.4	-2.1	1.2	COc1ccccc1C(=O)NC(=O)COC(=O)C1CC2CCCC(C1)C2=O (centres undefined)	-0.6	3.1	4.0	0.1
-7.4	-5.6	-0.3	8.9	5.4	-4.1	CC(=O)N(Cc1ccccc1)c1ccccc1C(=O)O	-4.5	0.3	8.0	-9.0
-13.1	5.9	-0.1	-3.3	-7.0	-7.0	CC(C)c1ccc(C(=O)OC2CCOC2=O)cc1 (centres undefined)	-2.8	-1.0	0.7	-2.0
1.9	1.2	0.2	8.8	4.4	3.5	COC(=O)Nc1ccccc1C(=O)N1CCC(O)(c2ccc(Cl)cc2)CC1	0.0	-4.8	2.8	-0.3
-2.7	6.3	-0.3	2.6	4.1	6.3	Cc1ccc(CNC(=O)C2CCCN(S(=O)(=O)N3CC(C)CC(C)C3)C2)cc1 (centres undefined)	-2.8	-2.4	0.9	-10.7
6.4	-3.4	-0.3	6.3	-1.3	-7.0	CC(C)(C)C(=O)Nc1nnc([C@H]2C[C@H](O)[C@@H](CO)O2)s1	-3.0	-4.4	0.6	-6.9
3.1	3.9	0.2	0.1	1.4	3.3	CCCC(=O)N1CCC1(C)C(=O)NS(=O)(=O)c1cccc(Cl)c1 (centres undefined)	-0.3	-2.4	-0.2	0.6
3.2	-8.2	0.0	9.0	1.4	-0.6	CC1(Cc2ccccc2OC(F)(F)F)C(=O)Nc2ccc(OC(F)(F)F)cc21 (centres undefined)	-3.3	-8.2	1.6	5.9
-5.1	7.6	-0.2	-2.4	-1.6	-5.0	Cc1cc(-c2cc(C(=O)NC3CCCC3)on2)nc(NC2CCCC2)n1	-0.7	13.7	-2.9	5.2
-28.2	2.6	-0.6	-1.9	-3.8	-1.8	Cc1cc(C)c(S(=O)(=O)N2CCCCC2)c(C)c1-n1ncnn1	7.9	-5.5	1.5	2.0
-2.0	-8.6	-0.8	9.7	0.5	3.7	CC(CNC(=O)CC(C)(C)C)NC(=O)CC(C)(C)C (centres undefined)	-0.5	4.3	9.1	-6.7
2.1	4.9	0.3	-2.1	-1.6	-7.8	COc1ccc(Oc2ncccc2NC(=O)c2cccc(C)c2C)cc1	5.7	1.8	-2.1	4.2

Assay outcomes (PubChem)
